ROC1-CUL1 inh: inhibitors of human ROC1-CUL1 ubiquitin ligase activity | P62877+Q13616 | in vitro K48 di-Ub FRET, acceptor:donor ratio, 45 min | inhibition, % at 10 µM | 140,000 tested, 0.6% active | AID 1347404; in the data active = inhibition above about 25%
Target sequence (P62877 whole entry, looked up): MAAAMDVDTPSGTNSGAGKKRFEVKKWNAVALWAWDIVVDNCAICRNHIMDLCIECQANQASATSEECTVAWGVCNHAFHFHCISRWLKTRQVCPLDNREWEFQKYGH
Target sequence (Q13616 whole entry, looked up): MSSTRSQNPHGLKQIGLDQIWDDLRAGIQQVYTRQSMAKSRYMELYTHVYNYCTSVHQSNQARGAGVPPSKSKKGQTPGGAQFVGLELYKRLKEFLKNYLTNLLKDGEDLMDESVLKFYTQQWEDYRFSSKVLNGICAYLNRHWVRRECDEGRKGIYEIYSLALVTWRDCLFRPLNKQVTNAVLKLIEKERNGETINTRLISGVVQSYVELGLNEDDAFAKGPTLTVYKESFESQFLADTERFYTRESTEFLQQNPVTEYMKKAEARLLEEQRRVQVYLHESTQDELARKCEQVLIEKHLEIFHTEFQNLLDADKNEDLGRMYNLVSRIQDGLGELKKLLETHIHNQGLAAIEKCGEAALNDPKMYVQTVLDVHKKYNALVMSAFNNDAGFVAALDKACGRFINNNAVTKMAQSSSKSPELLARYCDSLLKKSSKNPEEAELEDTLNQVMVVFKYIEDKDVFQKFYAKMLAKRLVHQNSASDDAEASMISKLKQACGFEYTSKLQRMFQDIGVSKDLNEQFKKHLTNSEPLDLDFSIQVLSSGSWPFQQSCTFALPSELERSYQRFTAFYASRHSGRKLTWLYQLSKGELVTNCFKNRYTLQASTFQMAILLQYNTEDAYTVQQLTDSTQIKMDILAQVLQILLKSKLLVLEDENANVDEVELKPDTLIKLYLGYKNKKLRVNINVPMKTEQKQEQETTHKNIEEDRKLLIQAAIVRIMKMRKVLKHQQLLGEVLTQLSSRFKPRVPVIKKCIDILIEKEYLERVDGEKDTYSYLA
The depositor's hits bear a star. An excerpt; count on the stated rates, not on these rows.

SMILES	ROC1-CUL1 inh
CCC1CCCCN1S(=O)(=O)c1ccc(NC(=O)c2cc(=O)c3c(C)cc(C)cc3o2)cc1 (stereo unspecified)	-4
CCOc1ccccc1N(C)C(=O)Cn1nc(Cc2ccncc2)c2ccccc2c1=O	1
CC(C)CCNC(=O)c1cn(CC(C)C)cc(C(=O)N2CCN(c3ccccc3)CC2)c1=O	6
CC(C)c1nc(CNC(=O)c2ccc(OCC3(C)CCCNC3)nc2)no1 (stereo unspecified)	-11
Cc1ccc(NS(=O)(=O)c2ccc(-n3cccn3)cc2)c(Br)c1	-2
Cc1ccc(-c2cc(-c3ccccc3)nc(SCC(O)CN3CCOCC3)c2C#N)cc1 (stereo unspecified)	-3
COc1cc(C)cc2c(=O)cc(C(=O)O)oc12	0
COc1cc(NC(=O)c2cc3c(=O)n(Cc4cccs4)ccc3nc2C)cc(OC)c1OC	2
O=C1NC(c2ccccc2)C(C(=O)c2cccs2)C(O)(C(F)(F)F)N1 (stereo unspecified)	-2
COCCOc1ccc(C(=O)Nc2cccc3ccccc23)cc1	-16
COC(=O)c1c(-c2cccc(C)c2)csc1NC(=O)Cc1ccc(OC)c(OC)c1	1
COCCN1CCCC2(CCN(C(=O)CCc3ccccc3C)C2)C1=O (stereo unspecified)	-3
Cn1ccc2cc(S(=O)(=O)N3CCC(C(=O)NCCc4ccccc4)CC3)ccc21	-11
Cc1noc(C)c1Cn1ccc(-c2cccc(-c3nccs3)c2)n1	7
CCC(=O)N1CCN(S(=O)(=O)c2ccc(C(C)CC)cc2)CC1 (stereo unspecified)	10
N#C/C(=C\c1ccc(F)cc1)c1nc(-c2ccc(-c3ccccc3)cc2)cs1	-1
CCn1c(C)cn2c3c(=O)n(Cc4cc(C)ccc4C)c(=O)n(C)c3nc12	7
CCCn1nnc(NC(=O)c2ccc(F)cc2)n1	1
O=C(CCCC(=O)Nc1nccs1)Nc1nccs1	4
COc1ccc(-c2csc3nc(SCC(=O)Nc4ccc(-c5ccccc5)cc4)n(-c4ccccc4)c(=O)c23)cc1	-1
COc1ccc(/C=C/c2nc(C#N)c(N3CCC(C(N)=O)CC3)o2)cc1OC	-3
COC(=O)c1cc(C(=O)OC)cc(-n2c(C)cc(C(=O)CSc3nnc4ccccn34)c2C)c1	-1
CC(C)CCNC(=O)C1CCN(C(=O)N2CCOc3ccc(Cl)cc32)CC1	-1
COc1ccc(N2CC(NC(=O)c3ccc(S(=O)(=O)N4CCOCC4)cc3)CC2=O)cc1 (stereo unspecified)	-3
CSc1ccc(CNC(=O)CCc2c(C)nn(-c3ccc(N4CCCC4)nn3)c2C)cc1	-11
SMILES	ROC1-CUL1 inh
Cc1ccc(-c2csc(NC(=O)C3C4C=CC(O4)C3C(=O)O)n2)cc1 (stereo unspecified)	1
COCCCN1C(=O)CC(CC(=O)N2CCC(Oc3ccccc3OC)CC2)(c2ccccc2)C1=O (stereo unspecified)	9
COc1ccc(C2(CC(=O)N3CCC(Oc4cccnc4)CC3)CC(=O)N(C3CCCC3)C2=O)cc1 (stereo unspecified)	2
COc1cccc(NC(=O)C(C)c2ccc(-c3ccccc3)c(F)c2)c1 (stereo unspecified)	1
CCCCCCc1cc2cc(-c3nc(C)cs3)c(=O)oc2cc1OC(C)=O	10
COc1ccc(-c2cnc(C)o2)cc1S(=O)(=O)Nc1c(C)cc(C)cc1C	-9
Cc1ccccc1CNC(=O)CCCn1c(=O)c2cccn2c2ccccc21	3
Cn1ccc2cc(S(=O)(=O)N3CCCC(C(=O)NCc4ccccc4F)C3)ccc21 (stereo unspecified)	-2
CCNS(=O)(=O)c1cc(C(=O)N2CCCC2)ccc1OC	-4
Cc1ccc(N2CCCC2=O)c(C)c1	-8
Cc1cccc(N(C)C(=O)c2cc(S(=O)(=O)N3CCCC3)cn2C)c1	-1
CN(C)c1ccncc1[N+](=O)[O-]	-8
CC1=NC(=S)NC(c2ccccc2Cl)C1C(=O)Nc1ccccc1Cl (stereo unspecified)	9
Fc1ccc(C(=S)N2CCCCC2)cc1	8
O=C(/C(=C/c1ccco1)c1ccccc1)N1CCOCC1	3
C/C(=N\N=C1/SC(=Nc2ccccc2)C(=Nc2ccccc2)N1c1ccccc1)c1cc2ccccc2oc1=O	7
CCOc1cccc(CNC(C)(C)CO)c1OCc1ccc(Cl)cc1Cl	0
Cc1ccccc1NC(=O)Cc1cccs1	6
CCc1ccc(OC(C)C(=O)N2CCC3(CC2)OCCO3)cc1 (stereo unspecified)	3
COc1ccc(NC(=O)CC2C(=O)N(c3ccc(C)cc3)C(=O)N2Cc2ccc(C)cc2)cc1 (stereo unspecified)	-8
CCCCOc1cccc(C2C(C(=O)c3cccs3)C(=O)C(=O)N2Cc2cccnc2)c1 (stereo unspecified)	7
O=C(COc1ccccc1)N(Cc1cccnc1)c1nc2c(F)cc(F)cc2s1	3
COc1ccc(-c2nc3scc(CCNS(=O)(=O)c4ccc(F)cc4C)n3n2)cc1	-1
O=C1NN(c2cccc(Br)c2)C(=O)/C1=C\c1ccc(-c2ccc(C(=O)O)cc2)o1	60*
CC(=O)Nc1cccc(-c2nnc(SCC(=O)c3cc([N+](=O)[O-])ccc3Cl)o2)c1	3

2 consecutive compounds already listed, for reference:
SMILES	ROC1-CUL1 inh
O=C1NN(c2cccc(Br)c2)C(=O)/C1=C\c1ccc(-c2ccc(C(=O)O)cc2)o1	60*
CC(=O)Nc1cccc(-c2nnc(SCC(=O)c3cc([N+](=O)[O-])ccc3Cl)o2)c1	3

Additional structures:
SMILES	ROC1-CUL1 inh
COc1cc2c(cc1Br)OCO2	2
O=C(c1c2c(nc3ccccc13)C(=O)N(C1CCCCC1)C2)N1CCN(c2ccc(F)cc2)CC1	-2
Cc1ccc(/C=C2/SC(N3CCC(C)CC3)=NC2=O)o1	5
COc1ccc(S(=O)(=O)N(C)CC(=O)NCc2ccc(C)cc2)cc1	-7
CC(C)(C)OC(=O)Nc1ccc(COc2ccccc2)c(Cl)c1	-2
O=c1c(Sc2ccc(Cl)cc2)cc(Cl)nn1-c1ccccc1	8
CC(=O)NS(=O)(=O)c1ccc(-c2ccc(C=C3C(=O)NC(=S)NC3=O)o2)cc1	41*
Cc1nnc(-c2cccc(Br)c2)c2cn(-c3ccccc3)nc12	-1
Cc1ccc(CNC(=O)c2ccc3c(c2)N(Cc2ccccc2)C(=O)c2ccccc2S3(=O)=O)cc1	0
CC(=O)N1CCN(c2ncccc2CNCC2CC=CCC2)CC1 (stereo unspecified)	3
O=C(CCc1ccccc1)Cn1nnc2ccccc21	-8
C=CCSc1nnc2c(n1)OC(C1CC=C(CCC=C(C)C)CC1C)Nc1ccccc1-2 (stereo unspecified)	-14
COC(=O)CCC(=O)Nc1ccc(Cl)c(Cl)c1	12
Cc1cccc(N2CCN(C(=O)CS(=O)(=O)Cc3nc(-c4ccccc4C)oc3C)CC2C)c1 (stereo unspecified)	-4
O=C(NC(Oc1ccccc1Cl)C(Cl)(Cl)Cl)c1cccc([N+](=O)[O-])c1 (stereo unspecified)	-7
COCCn1cnc2cc(NC(=O)C3CCCCC3)cc(C(=O)NCCSc3nncn3C)c21	-5
COc1cccc(-c2cc(C(=O)Nc3cc(C)nn3-c3ccccc3)no2)c1	-1
CCc1ccc(-n2c(C)nnc2SCc2nc(-c3ccc(OC)cc3)no2)cc1	-2
CC(C)CN1CCC(CNC(=O)c2ccc(N3CCC(O)CC3)nc2)C1 (stereo unspecified)	1
Cc1cccc(C(=O)NCc2cccnc2)c1	-3
CC(C)(C)c1ccc(S(=O)(=O)NCc2ccc(C(=O)N3CCN(c4ccccc4)CC3)cc2)cc1	7
COC(=O)[C@@H]1CCCN1C(=O)Cc1ccc(N2CCC(N[C@H]3CCCCNC3=O)CC2)cc1	14
O=C(NC1C2CC3CC(C2)CC1C3)C1CCC(=O)N(Cc2ccccc2F)C1 (stereo unspecified)	9
COc1ccc(N2CC(C(=O)N3CC(C)OC(C)C3)CC2=O)c(OC)c1 (stereo unspecified)	2
O=C(Cc1ccc(Cl)c(Cl)c1)NCC1CCCO1 (stereo unspecified)	3
SMILES	ROC1-CUL1 inh
Cc1cccn2c(=O)c3cc(C(=O)NC(C)(C)C)n(C)c3nc12	1
CCOC(=O)C1=C(C)N(Cc2ccccc2)C(=O)NC1c1ccc(Br)cc1 (stereo unspecified)	1
CN1CCC(Oc2ccc(Cl)cc2)CC1	2
CCCCCCNc1nc(Sc2nc(C)cc(C)n2)nc(N(c2ccccc2)c2ccccc2)n1	11
CSc1ccc(NC(=O)c2sc3nc4c(cc3c2N)CCCC4)cc1	-7
O=c1[nH]c2c(Cl)c(Cl)c(Cl)cc2o1	6
COc1ccc2c(CC(=O)Nc3ccc(C)cc3)coc2c1	-2
CC1(C)CC(=O)C2=C(C1)N=C1NC(=O)N=CC12 (stereo unspecified)	0
Cc1cc(C)c(C)c(S(=O)(=O)N2CC(C)OC(C)C2)c1C (stereo unspecified)	-5
COc1cc(S(=O)(=O)Nc2ncccc2C)ccc1Br	-6
Cc1cccc(C(=O)Nc2ccc(S(N)(=O)=O)cc2)c1	6
C=C(C)c1cccc(C(C)(C)NC(=O)NCCc2ccc(F)cc2)c1	0
O=C(Nc1ccc(C(=O)OCc2cc(=O)n3c4c(sc3n2)CCCC4)cc1)c1cccc(F)c1	-5
S=C1NCCNC(=S)NCCOCCOCCOCCN1	10
CCC(=O)N1CCc2cc(S(=O)(=O)NC(CC(C)C)C(=O)NCCc3ccccc3)ccc21 (stereo unspecified)	0
Cc1c(C(=O)N(Cc2ccc(N(C)C)cc2)C2CCS(=O)(=O)C2)oc2ccccc12 (stereo unspecified)	7
CC1CCCCN1C(=O)Cn1c(SCC(=O)N(C)c2ccccc2)nc2ccccc21 (stereo unspecified)	-14
Fc1ccccc1-c1noc2c1CN(Cc1ccccc1)CC2	-2
O=C(O)c1cnn2c(C(F)(F)F)cc(-c3ccc4c(c3)OCO4)nc12	-6
O=C(CSc1nc2sc3c(c2c(=O)n1-c1ccccc1)CCC3)NC12CC3CC(CC(C3)C1)C2	6
C=CCNC(=O)c1ccc(OC)c(OC2CCN(C(C)C)CC2)c1	0
COc1ccc(C(=O)C(OC(=O)c2ccco2)c2ccccc2)cc1 (stereo unspecified)	-4
O=C(CNS(=O)(=O)c1ccc(Br)cc1)NCc1ccncc1	5
CCC(C)NS(=O)(=O)c1ccc(OCC(=O)Nc2ccccc2Sc2ccccc2)cc1 (stereo unspecified)	7
Clc1ccc(CN2CCN(c3ncnc4sc5c(c34)CCCC5)CC2)cc1Cl	2
SMILES	ROC1-CUL1 inh
O=C(/C=C/c1cccs1)N1CCC(C2(Cc3ccc(F)cc3)NC(=O)N(C3CCOC3)C2=O)CC1 (stereo unspecified)	9
CN(Cc1n[nH]c2c1CCCCC2)C(=O)CC1(c2ccc(-c3ccccc3)cc2)CC(=O)N(C)C1=O (stereo unspecified)	6
Cc1ccccc1-c1nnc(-c2ccccc2C)o1	-3
NC(=O)c1ccc(NCc2cccnc2)c([N+](=O)[O-])c1	-3
COc1cc(SC)ccc1C(=O)NC1CCCC1	1
C=CCn1c(SCC(=O)Nc2ccc(OC)cc2)nc2scc(-c3ccc(C)cc3)c2c1=O	4
Cn1ncc(N2CCC(CNC3CCN(Cc4ccco4)CC3)C2)cc1=O (stereo unspecified)	0
CC(=O)Nc1cc(C(=O)OCC(=O)C(C)(C)C)ccc1C	5
COc1ccc(CNC(=O)CCc2c(C)nn(-c3ccc(N4CCOCC4)nn3)c2C)c(OC)c1	3
CCN(CC)c1ccc(-n2cnc3cc(N)ccc32)cc1	5
CC(C)Oc1ccccc1/C=N/n1nnnc1N	-11
COc1ccc(C2Nc3ccc(OC)cc3SC(=O)C2O)cc1 (stereo unspecified)	16
CN(Cc1n[nH]c(=S)n1C)S(=O)(=O)c1ccccc1	1
COc1ccccc1NC(=O)NCCN1CCN(c2cccc(Cl)c2)CC1	-8
CCn1c(=O)cc(SCC(=O)Nc2ccc(C)c(F)c2)c2ccccc21	2
C=C(C)CN(CC)C(=O)C1CCCN(C2CCN(C(=O)C3CC3)CC2)C1 (stereo unspecified)	-11
COc1ccc(N(CC(O)CN2CCC(C)CC2)S(=O)(=O)c2ccc(C)cc2)cc1 (stereo unspecified)	-5
O=C1N=C(SCc2ccccc2)N=C1Cc1ccc(Cl)cc1	-4
O=C(c1ccco1)N1N=C(c2cccs2)CC1c1ccco1 (stereo unspecified)	7
CCCCn1c(=O)c2c(nc3n2CC(C)=NN3C)n(C)c1=O	-9
COCC(=O)N1CCCC(Nc2cccc(F)c2)C1 (stereo unspecified)	0
CC(C)(C)c1ccc(N(CC(=O)NC2CC2)S(C)(=O)=O)cc1	-8
O=C(NCc1cccnc1)c1ccc(N2CCC(NCCC(c3ccccc3)c3ccco3)CC2)cc1 (stereo unspecified)	-13
Cc1ccccc1C1(O)CCNCC1	-1

Among those listed so far, 17 have fluorine.
SMILES	ROC1-CUL1 inh
O=C1NC(c2ccccc2)C(C(=O)c2cccs2)C(O)(C(F)(F)F)N1 (stereo unspecified)	-2
N#C/C(=C\c1ccc(F)cc1)c1nc(-c2ccc(-c3ccccc3)cc2)cs1	-1
CCCn1nnc(NC(=O)c2ccc(F)cc2)n1	1
COc1cccc(NC(=O)C(C)c2ccc(-c3ccccc3)c(F)c2)c1 (stereo unspecified)	1
Cn1ccc2cc(S(=O)(=O)N3CCCC(C(=O)NCc4ccccc4F)C3)ccc21 (stereo unspecified)	-2
Fc1ccc(C(=S)N2CCCCC2)cc1	8
O=C(COc1ccccc1)N(Cc1cccnc1)c1nc2c(F)cc(F)cc2s1	3
COc1ccc(-c2nc3scc(CCNS(=O)(=O)c4ccc(F)cc4C)n3n2)cc1	-1
O=C(c1c2c(nc3ccccc13)C(=O)N(C1CCCCC1)C2)N1CCN(c2ccc(F)cc2)CC1	-2
O=C(NC1C2CC3CC(C2)CC1C3)C1CCC(=O)N(Cc2ccccc2F)C1 (stereo unspecified)	9
C=C(C)c1cccc(C(C)(C)NC(=O)NCCc2ccc(F)cc2)c1	0
O=C(Nc1ccc(C(=O)OCc2cc(=O)n3c4c(sc3n2)CCCC4)cc1)c1cccc(F)c1	-5
Fc1ccccc1-c1noc2c1CN(Cc1ccccc1)CC2	-2
O=C(O)c1cnn2c(C(F)(F)F)cc(-c3ccc4c(c3)OCO4)nc12	-6
O=C(/C=C/c1cccs1)N1CCC(C2(Cc3ccc(F)cc3)NC(=O)N(C3CCOC3)C2=O)CC1 (stereo unspecified)	9
CCn1c(=O)cc(SCC(=O)Nc2ccc(C)c(F)c2)c2ccccc21	2
COCC(=O)N1CCCC(Nc2cccc(F)c2)C1 (stereo unspecified)	0

Bioassay records (PubChem BioAssay)
